3CLpro inhibitor – SARS-CoV 3CLpro protease inhibition; P0C6X7; inhibition, % at 6 µM; recombinant SARS-CoV 3CLpro, quenched FRET peptide cleavage; 290,000 compounds, 0.14% hits; in the data active = inhibition above about 12%
BoNT-A LC inh2 – blocks Botulinum neurotoxin A light chain protease | multiplex microsphere protease substrate cleavage, flow cytometry | 360,000 compounds, 0.17% hits | inhibition, % at 10 µM; note: plate controls were buffer without enzyme for full effect and enzyme alone for no effect
VHR inh abs – DUSP3 (human) phosphatase inhibition; P51452; recombinant VHR phosphatase, pNPP absorbance; inhibition, % at 13.3 µM; 290,000 compounds, 0.52% hits; AID 1654; in the data active = inhibition above about 50%; note: some compounds called inactive have numbers as strong as hits
Target sequence (P51452 whole entry, looked up): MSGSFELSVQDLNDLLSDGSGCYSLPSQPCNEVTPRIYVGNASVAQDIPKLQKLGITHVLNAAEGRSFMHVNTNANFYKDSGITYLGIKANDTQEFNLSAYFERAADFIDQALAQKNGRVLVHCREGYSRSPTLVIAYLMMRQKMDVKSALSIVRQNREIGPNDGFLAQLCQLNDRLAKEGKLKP
Yp Topo-I inh – Y. pestis Topo-I inhibition via cleavage products; Y. pestis Topo-I cleavage product accumulation, plate reader; activity, % at 10 µM; 360,000 compounds, 0.064% hits; in the data active = activity above about 50%, passing the limit was not always enough; inconclusive = no clear call, values can overlap the other calls; note: inactives centre near 2
TcdB GH inh – TcdB glycohydrolase inhibition; P18177; TcdB glycohydrolase enzymatic assay, plate reader; inhibition, % at 9.99 µM; 350,000 compounds, 0.24% hits; AID 652162; in the data active = inhibition above about 10%
PfHsp40 rescue – rescue of PfHsp40-mediated yeast toxicity; AID 504582; S. cerevisiae expressing PfHsp40, growth rescue, ATP luminescence; 340,000 compounds, 0.68% hits; growth rescue, % at 12.5 µM; in the data active = growth rescue above about 28%, passing the limit was not always enough; inconclusive = no clear call, values can overlap the other calls;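 note: yeast W303a lacking pdr1 and pdr3 grown in galactose medium; growth measured after three days at 30 °C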
Anthrax LF inh2 – inhibitors of Bacillus anthracis lethal factor protease; P15917; multiplex microsphere protease cleavage assay, LF; inhibition, % at 10 µM; 360,000 compounds, 0.12% hits; note: plate controls were buffer without enzyme for full effect and enzyme alone for no effect
Target sequence (P15917 whole entry, looked up): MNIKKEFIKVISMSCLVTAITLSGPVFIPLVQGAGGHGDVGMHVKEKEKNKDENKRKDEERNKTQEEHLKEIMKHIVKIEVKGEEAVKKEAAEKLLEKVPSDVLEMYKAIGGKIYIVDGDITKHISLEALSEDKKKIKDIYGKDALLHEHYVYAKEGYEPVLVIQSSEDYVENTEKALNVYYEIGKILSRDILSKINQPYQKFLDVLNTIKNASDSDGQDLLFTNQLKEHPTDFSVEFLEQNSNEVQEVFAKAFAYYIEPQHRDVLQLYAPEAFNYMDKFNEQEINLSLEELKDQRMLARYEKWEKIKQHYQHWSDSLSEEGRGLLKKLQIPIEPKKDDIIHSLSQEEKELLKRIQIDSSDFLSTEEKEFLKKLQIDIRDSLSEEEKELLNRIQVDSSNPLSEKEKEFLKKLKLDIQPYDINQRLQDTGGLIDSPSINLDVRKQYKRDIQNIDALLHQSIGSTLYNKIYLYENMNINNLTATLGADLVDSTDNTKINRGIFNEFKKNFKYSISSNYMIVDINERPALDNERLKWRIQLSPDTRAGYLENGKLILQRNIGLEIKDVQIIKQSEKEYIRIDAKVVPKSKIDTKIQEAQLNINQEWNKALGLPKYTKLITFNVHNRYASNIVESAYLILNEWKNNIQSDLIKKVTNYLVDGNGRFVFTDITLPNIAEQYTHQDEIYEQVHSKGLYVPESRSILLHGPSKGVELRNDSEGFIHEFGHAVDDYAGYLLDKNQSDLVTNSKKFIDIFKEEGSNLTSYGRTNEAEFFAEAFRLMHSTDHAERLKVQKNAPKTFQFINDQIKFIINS
Vc quorum ag – quorum light induction in luxS cqsA deficient V. cholerae | AID 588436 | activation, % at 18.7 µM | V. cholerae BH1578 lux reporter, luminescence, 6 h | 350,000 compounds, 0.16% hits; in the data active = activation mostly above about 9.7%, no sharp cut-off; inconclusive = no clear call, values can overlap the other calls; inactive = mostly below about 3.7%; note: not every result past the cut was called active; inactives centre near 0; reference of the scale not given here
PriA SSB inh – blocks PriA binding to SSB C-terminal tail; AID 1272365; 430,000 compounds, 0.6% hits; AlphaScreen SSBct-PriA binding, biotinylated peptide; inhibition, % at 33 µM; in the data active = inhibition mostly above about 37%, no sharp cut-off; inactive = mostly below about 20%;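 note: plate controls were negative control peptide for no effect and reference peptide for full effect; strong numbers were not always called active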
CCHF vOTU inh – blocks the CCHF virus ovarian tumor domain protease | 370,000 compounds, 0.55% hits | AID 651958 | CCHFV vOTU protease, Pep-AMC fluorescence | inhibition, % at 11.5 µM; in the data active = inhibition above about 30%; note: 0% = vehicle wells with enzyme and 100% = no enzyme wells
* hit, by the source's call; i = inactive; ? = inconclusive; nt = not tested or not shown; & = joins results of further samples. Cut-off read from the data, not from the text of the source, unless noted: active = inhibition above about 30%; inconclusive = no clear call, values can overlap the other calls; inactive = below that. A portion of the library (hit frequency here may not be typical).

Values run as follows: Vc quorum ag	Yp Topo-I inh	VHR inh abs	3CLpro inhibitor	BoNT-A LC inh2	Anthrax LF inh2	TcdB GH inh	PfHsp40 rescue	CCHF vOTU inh	PriA SSB inh
> N#Cc1nc(Cc2cccc3ccccc23)oc1N1CCOCC1
 : -0.1	0.9	29.9	0.7	-0.4	-4.2	1.1	0.1	nt	33.5
> O=C(NC(Cc1c[nH]c2ccccc12)c1nnc2n1CCCCC2)c1ccc(Cl)cc1 (configuration not stated)
 : i	1.6	31.1	1.4	?	-4.4	nt	0.8	-6.8	2.5
> CN(C(=O)c1ccc(-c2nn(C)c(=O)c3ccccc23)cc1)c1ccccc1
 : -0.7	21.8	8.3	1.5	0.0	-2.9	nt	0.6	-3.0	-9.2
> CN1c2ccc(Cl)cc2C(=O)NC1c1ccc([N+](=O)[O-])s1 (configuration not stated)
 : -0.2	0.3	25.7	-0.8	5.7	-12.0	0.9	-0.4	-7.6	16.0
> O=C(COC(=O)c1cccc(Cl)c1)NC1CCCCCCC1
 : 0.5	20.7	nt	nt	-0.5	1.0	0.3	0.4	14.7	-18.4
> CC(=O)N1CCc2c(sc(NC(=O)CCS(=O)(=O)c3ccccc3)c2C#N)C1
 : i	2.5	10.1	-2.4	-1.8	-2.8	0.7	0.8	6.1	-12.3
> O=C1Nc2ccccc2N(C(=O)c2ccc3ccccc3c2)C1c1nc2ccccc2[nH]1 (configuration not stated)
 : nt	nt	nt	nt	-0.2	-7.7	0.5	nt	-2.8	nt
> NS(=O)(=O)c1ccc(NC(=S)NCC2CCCO2)cc1 (configuration not stated)
 : -0.4	1.7	-0.1	4.5	-0.5	-1.0	1.2	-0.5	-9.0	-7.8
> CCCOC(=O)c1ccc(NC(=O)COC)cc1
 : 0.4	0.9	-12.9	5.5	0.0	1.9	nt	-1.2	5.6	-7.7
> COc1cccc(OC)c1C(=O)Nc1ccccc1N1CCCCC1
 : 2.1	18.9	1.3	-1.4	-1.0	-2.3	1.1	0.3	-6.6	-3.9
> COC(=O)C1=C(c2ccc(OCc3ccccc3)cc2)C[C@@H]2CC[C@H]1N2C(=O)NCc1ccc(OC)cc1
 : i	34.4	nt	nt	-0.2	2.0	1.4	nt	0.3	nt
> COC(=O)c1ccccc1OCC(=O)N1CCN(c2ccc(Cl)cc2)CC1
 : i	-1.1	31.1	-2.0	-1.2	7.7	nt	-1.5	6.1	7.6
> O=C(NC1(C(F)(F)F)NC(=O)N(C2CCCCC2)C1=O)C1CC1 (configuration not stated)
 : i	-5.4	17.4	1.9	-1.8	-2.7	0.4	0.2	6.0	3.0
> Cc1cnc(CN(C)Cc2c(C(=O)N3CCc4ccccc4C3)nc3ccc(Cl)cn23)[nH]1
 : -0.3	7.8	-5.7	-2.1	0.0	1.8	0.8	2.0	-1.3	1.0
> CCCC1=Nc2cc(C(=O)NCCN3CCOCC3)ccc2Sc2ccc(C)cc21
 : i	19.6	7.8	1.0	0.3	1.3	2.7	-0.5	3.2	-2.5
> Cc1c(Cl)cnc(NC(=O)COC(=O)c2ccc([N+](=O)[O-])s2)c1Cl
 : -0.3	-7.9	20.9	0.8	2.2	-0.2	-0.9	0.4	74.0*	-7.3
> CC(C)CNC(=O)COC(=O)c1n[nH]c2ccccc12
 : i	6.5	20.4	-0.5	-0.6	-3.6	-0.4	-0.3	0.5	9.4
> COc1ccc(/C=C2\SC(=S)N(CC(=O)N3CCN(C)CC3)C2=O)cc1
 : -1.1	2.5	0.9	1.7	-0.1	-0.3	-0.2	nt	-6.7	-0.9
> OC(c1ccc(F)cc1)(c1ccc(F)cc1)[C@@H]1CCCN1
 : nt	5.8	6.2	-2.0	0.0	7.9	nt	-2.2	-0.5	-19.0
> CCOc1ccc(-c2cc3nc(C4CCN(C(=O)OC(C)(C)C)CC4)c(C(=O)O)cn3n2)cc1
 : -2.2	11.2	22.6	8.8	-0.3	-3.3	nt	5.5	-8.1	-5.0
> CCCCNS(=O)(=O)c1ccc2nc(SCC(=O)Nc3cc(C)cc(C)c3)[nH]c2c1
 : -0.2	34.9	1.0	7.6	-0.5	1.5	nt	1.4	4.7	17.0
> O=C1NC(c2ccc(-c3ccccc3[N+](=O)[O-])o2)C(C(=O)c2ccc(Cl)cc2)C(O)(C(F)(F)F)N1 (configuration not stated)
 : -0.2	25.6	23.7	2.3	-0.2	-0.8	nt	1.6	38.5*	34.8
> O=C(NCC1CCN(Cc2ccccc2)CC1)[C@H]1O[C@@H](n2ccc(=O)[nH]c2=O)[C@H](O)[C@@H]1O
 : nt	nt	nt	nt	0.2	-8.9	0.9	nt	0.9	nt
> COc1cc(SC)ccc1C(=O)Nc1ccc(OCC(=O)N2CCOCC2)cc1
 : -0.5	17.4	-11.6	2.6	-3.6	0.3	1.2	0.4	16.8	-5.5
> CCOC(=O)N1CCN(C(=O)C2CCCN(S(=O)(=O)c3ccc(OCC)cc3)C2)CC1 (configuration not stated)
 : -0.9	6.1	40.0	1.6	-2.6	-6.7	1.3	0.9	-2.7	-6.2
> CCc1noc(C)c1C(=O)NCCc1c[nH]c2ccccc12
 : 0.6	1.6	nt	nt	nt	nt	0.6	-0.6	-5.5	-8.3
> COc1ccc(/C=C(/NC(=O)c2ccccc2)C(=O)N/N=C/c2sccc2C)cc1
 : -0.3	26.1	12.1	-0.5	-0.6	-0.1	0.1	1.5	15.7	nt
> Oc1ccc(Oc2ccc(Oc3ccc(O)cc3)cc2)cc1
 : -0.3	3.3	8.1	1.0	-5.2	-7.2	0.8	2.5	1.5	5.2
> COc1ccc(CCNC(=O)/C=C/C(=O)O)cc1OC
 : i	-0.3	11.8	8.9	0.0	2.9	1.4	20.0	-7.8	-6.3
> COc1ccc(C2CC(c3ccc(OC)c(OC)c3)=NN2S(C)(=O)=O)cc1 (configuration not stated)
 : -0.6	1.7	17.2	0.8	0.2	-5.5	0.1	1.3	-12.5	-5.6
> Cc1cccc(-n2c(SCC(=O)Nc3ncc(Cl)cc3Cl)nc3ccccc32)c1
 : -8.7	?	-25.9	4.5	-0.2	-0.8	1.4	2.9	-0.3	3.7
> C[C@@H](C(=O)N1CCNCC1)n1cc(CCC(=O)O)nn1
 : i	-1.7	13.9	7.8	-0.1	4.9	2.5	8.2	-5.1	-5.2
> COc1ccc(C(=O)[C@H]2[C@H]3C(=O)N(c4ccccc4)C(=O)[C@H]3C3C=CC=NN32)cc1 (some centres not stated)
 : i	5.4	16.6	3.8	nt	nt	-1.9	nt	0.2	-4.7
> O=c1c2ccccc2nc(/C=C/c2cccc([N+](=O)[O-])c2)n1CCO
 : -0.1	-1.7	9.0	-2.0	-0.1	-1.6	-0.8	-1.2	-0.5	-3.9
> COc1ccc(NC(=O)CN(C)C(=O)c2csc3c2CCCC3)cc1
 : -1.7	-2.0	nt	nt	-0.4	0.5	-0.3	1.2	17.8	-0.3
> Cc1cc2cc(CNC(=S)NCc3ccccc3)ccc2n1C
 : 2.0	1.6	6.0	1.1	45.3*	-80.2	0.7	0.3	-3.4	74.8*
> Cc1nnc(SCC(=O)Nc2ccc(N3CCOCC3)cc2)n1Cc1ccccc1
 : -2.5	6.8	nt	nt	-0.8	-5.7	-1.3	-1.7	2.7	6.4
> CC(=O)Nc1ccc(NC(=S)NC(=O)C2CCCC2)cc1
 : i	-3.1	59.7*	1.0	0.2	-2.0	0.4	10.5	-5.3	-10.0
> COCCn1c(SCC(=O)N2CCCCC2)nc2cccnc21
 : i	15.1	2.9	-2.7	-0.5	2.6	nt	1.9	7.8	-10.1
> CCOc1ccc(OCC)c(NC(=O)CCn2c(=O)oc3ccccc32)c1
 : i	15.8	33.9	0.6	?	1.1	nt	0.5	-0.9	-3.0
> CSc1ccc(CN2C(=O)C(C)ON=C2c2ccccc2F)cc1 (configuration not stated)
 : -0.5	0.7	nt	nt	0.0	2.7	2.0	nt	0.2	nt
> CCc1ccc(NC(=O)NCCN2CCCCC2)cc1
 : -0.8	3.9	20.8	5.7	-4.7	-18.9	-0.2	-0.2	-1.9	2.0
> COC(=O)CC(NS(=O)(=O)c1cccs1)c1ccc2c(c1)OCO2 (configuration not stated)
 : 0.7	6.0	27.9	-1.7	-5.2	-0.5	4.0	-0.2	-5.9	-0.9
> CCOc1ccc(C2C(C#N)=C(N)Oc3cc(C)[nH]c(=O)c32)cc1OC (configuration not stated)
 : -0.3	2.9	-4.8	1.5	-0.6	-6.3	-1.0	-1.8	-6.9	-8.5
> CCNC(=O)Nn1c(C)nnc1C
 : -4.0	-0.7	16.9	-0.8	0.2	4.9	nt	1.3	4.5	-14.8
> O=C(CC1=NC2(CCCC2)Cc2ccccc21)N1CCOCC1
 : -7.1	7.0	13.9	4.2	-1.0	-1.0	nt	1.8	6.6	-15.1
> CCCCNC(=O)COn1nnc2ccc(S(=O)(=O)N3CCOCC3)cc21
 : -1.7	5.1	nt	nt	-8.4	-2.0	-2.1	-0.1	-10.2	-8.5
> CCCCNC(=O)Nc1nnc(-c2ccc(Cl)cc2)o1
 : i	-1.1	-10.8	0.3	-0.4	-4.5	nt	-0.5	-1.3	-9.6
> Cc1cc(N2CCOCC2)nc2ccc(NC(=O)CCC(=O)N3CCCC(C)C3)cc12 (configuration not stated)
 : -0.3	6.5	15.4	-5.2	0.6	-7.2	nt	-0.4	-80.3	-5.4
> COc1ccccc1OCCSc1nc2ccccc2n1CCO
 : i	10.3	25.2	0.8	-1.7	-5.3	1.2	-1.5	4.6	-1.7

Copied from the list:
CCCCNC(=O)COn1nnc2ccc(S(=O)(=O)N3CCOCC3)cc21 @ PfHsp40 rescue: -0.1
Cc1cccc(-n2c(SCC(=O)Nc3ncc(Cl)cc3Cl)nc3ccccc32)c1 @ Anthrax LF inh2: -0.8

Remaining list, next part:
Values run as follows: Vc quorum ag	Yp Topo-I inh	VHR inh abs	3CLpro inhibitor	BoNT-A LC inh2	Anthrax LF inh2	TcdB GH inh	PfHsp40 rescue	CCHF vOTU inh	PriA SSB inh
> CCOC(=O)N1CCN(S(=O)(=O)c2ccc(Cl)cc2)CC1
 : 1.7	5.9	9.4	1.9	-2.2	4.4	-3.4	-1.1	17.3	4.0&-9.8
> O=C(/C=C/c1ccc(F)cc1)Nc1cccc(S(=O)(=O)N2CCOCC2)c1
 : i	5.7	nt	nt	-0.5	2.7	0.8	0.0	15.3	-11.1
> C=CCNC(=S)N1CCN(CCN=CC2=C(O)CC(c3ccc(Cl)cc3)CC2=O)CC1 (configuration not stated)
 : i	5.3	24.2	2.8	0.6	-0.2	0.1	0.1	-12.0	1.5
> CCc1cccc(CC)c1NC(=O)CN1CCN(c2ccccc2)CC1
 : 6.9	6.4	13.9	-1.7	0.9	1.5	nt	-0.2	-6.2	-8.4
> Cc1cc[n+](CCC(=O)O)c2ccccc12
 : 1.6	1.5	10.8	-6.1	0.1	-3.4	nt	-1.6	-5.7	-9.5
> Cc1nc2c(-c3ccccc3)cnn2c(N2CCOCC2)c1C
 : i	-7.8	30.7	1.9	-1.1	-2.4	1.6	0.6	-3.2	-16.5
> O=C(O)C(C=C(Cl)Cl)N1CCOCC1 (configuration not stated)
 : i	3.5	nt	nt	-0.1	-5.6	0.3	-0.3	0.8	-20.4
> Cc1noc(C)c1CSc1nnc(-c2ccccc2)o1
 : 1.6	3.5	-1.1	-1.4	-0.3	-2.1	-0.2	-1.1	-4.0	-3.3
> CCCC(=O)Nc1nnc(S(=O)(=O)N2CCCC2)s1
 : -0.2	1.3	1.6	5.5	-0.5	-11.1	0.1	-1.2	-3.2	-7.5
> Cc1cccc(OCc2nnc(SCC(=O)N3c4ccccc4CC3C)n2C)c1C (configuration not stated)
 : -6.2	41.2	-31.0	-2.2	0.6	-3.2	nt	4.1	15.7	4.9
